Screening data from PubChem BioAssay.
PfHsp90 set2 – inhibits growth of yeast expressing Plasmodium falciparum Hsp90; S. cerevisiae expressing PfHsp90, BacTiter-Glo ATP, 48 h; yeast lacking PDR1 and PDR3 efflux regulators; inhibition, % at 9.4 µM; 0.32% of 310,000 active; AID 504621;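 active means every replicate shows inhibition above about 80%, whatever the replicate mean, limit read from the data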;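 further: 0% = DMSO neutral controls and 100% = 20 µM radicicol positive controls; yeast relying on Plasmodium falciparum Hsp90 in place of its own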
Mot1-301 SUMO – blocks SUMOylation pathway, rescuing yeast Mot1-301 growth. S. cerevisiae Mot1-301 growth rescue, ATP luminescence, 38.5C; percent above DMSO median, 100 means doubled. growth rescue, % at 18.8 µM. 1% of 320,000 active. AID 2716;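 active means every valid replicate shows activation above 250% relative to neutral control wells; inactive means the rest, any valid replicate at or below 250%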;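 further: OY570 slx delta 5 strain wells were the positive control but not used for scaling; some compounds called inactive have numbers as strong as hits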
MOR-DOR inv ag – inverse agonist of human OPRM1-OPRD1 heterodimerization. P35372+P41143. cell-based MOR-DOR heterodimer luminescence, inverse agonism. inhibition, % at 9.3 µM. 0.21% of 340,000 active; in the data active means inhibition above about 22%, passing the limit was not always enough;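 further: 0% = cells with DMSO and 100% = wells without cells with DMSO; values of inactives mirror those of a sister screen read the other way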
Target sequence (P35372 whole entry, looked up): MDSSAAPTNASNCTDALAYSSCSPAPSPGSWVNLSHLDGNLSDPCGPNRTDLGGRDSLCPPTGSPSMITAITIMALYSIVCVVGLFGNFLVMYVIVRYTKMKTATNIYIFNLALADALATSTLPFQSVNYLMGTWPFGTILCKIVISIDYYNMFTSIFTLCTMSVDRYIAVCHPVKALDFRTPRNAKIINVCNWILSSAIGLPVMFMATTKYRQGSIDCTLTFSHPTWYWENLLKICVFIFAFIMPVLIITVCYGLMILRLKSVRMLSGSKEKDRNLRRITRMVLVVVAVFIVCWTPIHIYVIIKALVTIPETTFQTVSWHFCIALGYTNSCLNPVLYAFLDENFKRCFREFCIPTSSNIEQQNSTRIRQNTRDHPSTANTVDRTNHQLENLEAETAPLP
Target sequence (P41143 whole entry, looked up): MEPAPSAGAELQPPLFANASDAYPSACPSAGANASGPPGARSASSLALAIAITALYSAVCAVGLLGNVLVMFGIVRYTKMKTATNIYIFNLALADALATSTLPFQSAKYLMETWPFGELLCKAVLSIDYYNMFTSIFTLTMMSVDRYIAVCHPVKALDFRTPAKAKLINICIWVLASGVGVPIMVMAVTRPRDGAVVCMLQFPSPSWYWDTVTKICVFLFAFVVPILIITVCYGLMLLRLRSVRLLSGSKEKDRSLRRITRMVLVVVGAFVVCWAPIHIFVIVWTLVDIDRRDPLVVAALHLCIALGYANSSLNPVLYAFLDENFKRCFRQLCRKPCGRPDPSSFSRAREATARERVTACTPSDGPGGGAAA
MOR-DOR ag – agonists of human mu-delta opioid receptor heterodimerization; AID 504326; 0.3% of 340,000 active; cells, OPRM1-OPRD1 heterodimerization, luminescence; P35372+P41143; activation, % at 9.3 µM; in the data active means activation above about 18%;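 further: 0% = vehicle-treated cells and 100% = reference agonist; values of inactives mirror those of a sister screen read the other way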
Tat export inh – blocks Tat-dependent protein export in E. coli; E. coli MC4100 TorA-mCherry Tat export, fluorescence; inhibition, % at 10 µM; 0.036% of 340,000 active;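 active means mean replicate inhibition at least 50% and at least half of replicates individually reaching 50%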;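 further: exported cargo escapes ClpAP degradation while cytoplasmic cargo is degraded and loses fluorescence; 0% = median of neutral control wells and 100% = median of NaSCN control wells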
HTR5A inv ag – inverse agonist of human HTR5A in OPRM1-OPRD1 counter-screen | P47898 | HTR5A cell line, luminescence, inverse agonism | inhibition, % at 9.3 µM | 0.083% of 340,000 active | AID 504634; in the data active means inhibition mostly above about 23%, no sharp cut-off; inactive means mostly below about 18%;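 further: 0% = cells with DMSO and 100% = no-cell wells with DMSO; some compounds called inactive have numbers as strong as hits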
AddAB inh – less growth of phage-infected E. coli with AddAB; E. coli expressing H. pylori AddAB, absorbance growth; inhibition, % at 11.9 µM; 0.29% of 330,000 active; AID 435030; in the data active means inhibition above about 12%;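 further: 0% = vehicle wells of infected cells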
Ecoli viability – bacterial growth inhibition, counter-screen for AddAB inhibitors; E. coli V3065 growth, OD600 absorbance, 18 h; inhibition, % at 11.9 µM; 0.27% of 330,000 active;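 active means inhibition above the campaign's mean inhibition across all tested compounds plus 3 SD, cut at about 9.9% in these data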;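 further: uninfected addAB+ strain grown without phage in ampicillin broth; 0% = DMSO wells and 100% = ciprofloxacin 0.95 µg/ml wells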
phage Ecoli inh – E. coli growth loss with phage present. 0.26% of 360,000 active. AID 651602. growth absorbance. inhibition, % at 11.9 µM; in the data active means inhibition above about 11%
PKA-R2B activ – activates the human PKA-R2B holoenzyme complex; AID 504700; activation, % at 11.4 µM; 0.079% of 340,000 active; PKA-R2B holoenzyme dissociation, Cy5-IP20 fluorescence polarization; R2B truncated from residue 108, S112A mutant; 0% DMSO only, 100% 113 µM cGMP; P22694+P31323;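 active means activation above a cutoff set at the mean over all compounds plus 3 SD, cut at about 18% in these data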;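 further: higher means more holoenzyme dissociation and a rise in polarization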
PKA-R1A activ – activators of PKA-R1A complex; AID 504707; activation, % at 11.4 µM; PKA-R1A dissociation, Cy5-IP20 fluorescence polarization; scaled: DMSO 0%, 113 µM cGMP 100%; 0.083% of 340,000 active; P00514+P68181;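 active means percent activation above the mean of all tested compounds plus 3 SD, cut at about 19% in these data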;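 further: higher means more PKAc released from R1A so a rise in polarization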
Numbers without * were called inactive; / = no result given; + = active, no number.

Structure | PfHsp90 set2 | Mot1-301 SUMO | MOR-DOR inv ag | MOR-DOR ag | Tat export inh | HTR5A inv ag | AddAB inh | Ecoli viability | phage Ecoli inh | PKA-R2B activ | PKA-R1A activ
COc1cccc(NC(=O)CSc2ccc3nnc(-c4cccnc4)n3n2)c1 | 12 | -6 | 13 | -3.9 | -1 | -2 | 0.6 | -0.9 | 2.1 | 0 | 6
COc1ccc(CCN(C)C(=O)c2cc(-c3ccc(C)cc3)nc3ccccc23)cc1OC | -1 | -19 | -7 | 1.4 | -1 | -9 | -0.7 | 0.4 | 2.0 | 1 | -7
O=C1Nc2ccccc2C(O)(C(=O)NC2CC2)N1c1ccc(Cl)c(Cl)c1 (stereo not given) | 68 | 7 | -4 | 0.6 | -7 | 7 | 2.0 | -1.2 | 1.1 | 3 | -3
O=C(NNC(=O)C1CC1c1ccccc1)Nc1cccc(Cl)c1 (stereo not given) | -1 | 0 | 5 | -0.9 | -10 | -31 | 2.9 | 0.2 | 2.7 | 3 | 2
COc1ccc(-c2nc3n(c2C)CCC3)cc1 | 15 | -3 | 8 | -1.6 | -4 | 3 | 3.1 | 0.5 | 3.5 | 3 | 9
N#CC(C(=O)NC1CCCCC1)c1nc2ccccc2nc1N1CCN(c2ccccc2F)CC1 (stereo not given) | 20 | -13 | 9 | -1.6 | -3 | -6 | 1.5 | 0.7 | 3.5 | -2 | -8
NC(=O)c1ccsc1NC(=O)c1cccs1 | 8 | -6 | 10 | -1.9 | -2 | 24 | -0.2 | -0.7 | 3.8 | -7 | -7
CCOC(=O)c1ccc(CNC(=O)CCC(=O)O)cc1 | -9 | 154 | 7 | -1.3 | -3 | -2 | 4.4 | 1.3 | 0.1 | -6 | -1
CCOP(=O)(OCC)C(Nc1ccccc1)c1ccc2c(c1)OCO2 (stereo not given) | -4 | -15 | 0 | 0.0 | 6 | -8 | -0.2 | -0.3 | 1.5 | -5 | -4
O=C1CCCC2=C1Sc1ccccc1N2 | -8 | 40 | / | / | 11 | / | -0.2 | -2.3 | -0.5 | / | /
CC1CCCCC1NC(=O)COC(=O)/C=C/c1ccco1 (stereo not given) | -19 | 18 | 6 | -1.4 | -13 | -16 | 1.3 | -0.3 | 1.1 | 5 | 3
Cc1cc(Cl)c(S(=O)(=O)Nc2ccc3c(c2)OCO3)cc1OCC(=O)NC1CCCCC1 | 4 | -7 | -3 | 0.7 | 3 | 5 | 1.3 | -0.8 | 2.8 | 4 | -4
O=C(CN(Cc1ccccc1Cl)S(=O)(=O)c1ccc(Cl)cc1)N/N=C/c1ccc(C(=O)O)cc1 | -15 | 2 | 14 | -3.4 | 7 | 7 | / | / | 2.4 | -4 | -7
Cc1ccc(-n2ncc3c(SCc4ccccn4)ncnc32)c(C)c1 | -19 | 33 | -19 | 3.6 | -7 | -7 | 0.0 | -0.6 | 1.4 | -9 | 2
C=CCCC(=O)Nc1nc(C)c(-c2csc(Nc3cccc(OC)c3)n2)s1 | -2 | -11 | 22 | -4.9 | -6 | -5 | 0.6 | 0.0 | 3.8 | -4 | -13
CC(C)(C)C(=O)Nc1ccc(C(=O)COC(=O)C2=COCCO2)cc1 | / | / | -2 | 0.2 | 5 | 15 | / | / | 1.3 | 0 | -7
COC(=O)C1CCN(C(=O)C2CCC(=O)N(CCCc3ccccc3)C2)CC1 (stereo not given) | -2 | 9 | 17 | -3.3 | -1 | 25 | 1.3 | -1.4 | 1.2 | 6 | 2
CC(=NNc1ccc2ccccc2n1)c1ccccc1O | 24 | / | -30 | 6.9 | 0 | 7 | / | / | -2.3 | -3 | 9
CCCCC(=O)NC(=S)Nc1cc(C(=O)O)ccc1OC | 16 | -35 | 0 | 0.0 | -3 | -4 | 0.7 | -0.2 | 4.2 | 1 | -4
CCC(CC)c1nnc(NC(=O)/C=C/c2ccco2)s1 | 18 | -12 | -8 | 1.6 | -3 | 22 | 4.3 | -1.0 | 3.8 | 5 | 3
c1cn(-c2ccc(-c3ccnc4ncnn34)cc2)cn1 | -11 | 298 | 16 | -3.3 | 6 | -31 | 2.7 | -1.1 | 2.8 | -11 | 2
CC1(C)CC(=O)C=C(NNC(=O)OC(C)(C)C)C1 | 27 | -10 | 5 | -0.9 | -11 | -2 | 5.8 | 2.4 | 4.3 | 1 | 1
COC(=O)COc1ccc2c(c1C)O/C(=C\c1ccco1)C2=O | -7 | -3 | 11 | -2.4 | -4 | 22 | -0.6 | -0.9 | 1.3 | -6 | -3
Cc1cccc(N2CCN(C(=S)NC3CCCCC3)CC2)c1C | 29 | + | -11 | 2.1 | 4 | -5 | -1.0 | 2.3 | 0.5 | -8 | -9

Whole records as entered above.
Record of `CC1(C)CC(=O)C=C(NNC(=O)OC(C)(C)C)C1` : PfHsp90 set2 = 27; Mot1-301 SUMO = -10; MOR-DOR inv ag = 5; MOR-DOR ag = -0.9; Tat export inh = -11; HTR5A inv ag = -2; AddAB inh = 5.8; Ecoli viability = 2.4; phage Ecoli inh = 4.3; PKA-R2B activ = 1; PKA-R1A activ = 1
Record of `COC(=O)COc1ccc2c(c1C)O/C(=C\c1ccco1)C2=O` : PfHsp90 set2 = -7; Mot1-301 SUMO = -3; MOR-DOR inv ag = 11; MOR-DOR ag = -2.4; Tat export inh = -4; HTR5A inv ag = 22; AddAB inh = -0.6; Ecoli viability = -0.9; phage Ecoli inh = 1.3; PKA-R2B activ = -6; PKA-R1A activ = -3

Next section
Structure | PfHsp90 set2 | Mot1-301 SUMO | MOR-DOR inv ag | MOR-DOR ag | Tat export inh | HTR5A inv ag | AddAB inh | Ecoli viability | phage Ecoli inh | PKA-R2B activ | PKA-R1A activ
CC(CNS(=O)(=O)c1ccccc1)Sc1ncccn1 (stereo not given) | -2 | 346* | 8 | -1.5 | -1 | 2 | -1.3 | -1.0 | 0.0 | -5 | 0
CCc1nnc(NC(=O)c2nc3nccc(C)n3n2)s1 | -24 | 357 | 2 | -0.3 | -4 | 12 | 2.6 | 1.7 | 1.7 | -11 | -5
COc1ccc(CCNC(=O)c2ccc3ccccc3n2)cc1OC | 4 | -9 | -4 | 0.7 | -2 | -12 | 0.2 | -4.0 | 3.8 | -2 | -5
Cn1c(O)c(C=Nc2ccc(N3CCOCC3)cc2)c(=O)n(C)c1=S | -9 | / | -8 | 1.1 | 5 | 13 | / | / | 1.7 | 7 | 3
O=C(N/N=C/c1cc([N+](=O)[O-])ccc1O)c1cccc(NC(=O)c2cccc(Cl)c2)c1 | -4 | -20 | 1 | -0.2 | -4 | -6 | 4.1 | 0.9 | 1.4 | -3 | 1
CCOC(=O)c1cccc(NC(=O)c2ccc(NC(=O)c3ccco3)cc2)c1 | -4 | 24 | 4 | -1.1 | 3 | 10 | 0.4 | -0.4 | 1.7 | 4 | -7
CC(C)c1ccc(NC(=S)Nc2ccc3[nH]c(=O)[nH]c3c2)cc1 | 13 | 252 | 0 | 0.0 | 0 | 5 | -0.3 | 0.5 | 1.9 | -7 | -7
Cc1ccc2cc(CN(CCN3CCCC3)C(=O)Nc3ccccc3)c(=O)[nH]c2c1C | -9 | -1 | 9 | -1.7 | -5 | -18 | -1.9 | -0.3 | 1.9 | -3 | 8
O=C(c1ccc(Cl)nc1)N1CCC(Cc2ccccc2)CC1 | 9 | -30 | 13 | -2.6 | 5 | -3 | 1.0 | -0.6 | -0.3 | -4 | 1
Cc1ccc(-n2nc(C(=O)O)cc2-c2ccccc2)cc1 | -12 | -3 | 12 | -2.2 | 0 | -6 | -0.2 | -1.0 | -1.4 | -4 | -12
Cc1ccc(-n2nc3c(=O)n(CC(=O)NCc4ccccn4)nc(C)c3c2C)cc1 | 38 | 207 | 0 | -0.1 | -12 | -20 | 4.2 | 1.4 | 2.0 | 6 | 1
C[C@H](CO)N1C[C@H](C)[C@@H](CN(C)Cc2ccccc2)Oc2c(NC(=O)C3CC3)cccc2C1=O | 11 | 13 | 11 | -2.0 | -3 | 7 | 1.1 | 0.7 | 2.5 | -8 | -14
COc1ccc(/C=N/Nc2nc(-c3cccc(S(=O)(=O)N4CCCC4)c3)cs2)c(OC)c1 | -24 | 170 | -27 | 4.5 | -1 | -12 | 1.7 | 1.0 | 3.2 | 1 | -13
O=C(c1cn(CC(=O)N2CCCCC2)c2ccccc12)C1CC1 | -4 | -6 | 1 | -0.2 | 6 | 4 | -0.2 | -0.6 | 3.1 | -13 | -7
Cc1ccc(N(C(C)C(=O)N2CCCCC2)S(C)(=O)=O)cc1C (stereo not given) | / | 169 | 14 | -3.1 | -1 | -2 | 2.8 | -2.3 | 1.2 | 6 | 3
O=C(COC(=O)c1ncc(Cl)c(Cl)c1Cl)Nc1ccccc1OC(F)F | 10 | 0 | 4 | -0.8 | -1 | 2 | -0.7 | -1.6 | 2.9 | -1 | -1
CS(=O)(=O)Nc1ccc(S(=O)(=O)N2CCCC2)cc1 | -6 | -7 | 3 | -0.6 | 3 | -25 | 4.1 | 1.9 | 0.0 | 6 | 6
O=C(c1nn2c(C(F)(F)F)cc(-c3cccs3)nc2c1Br)N1CCCc2ccccc21 | -17 | -8 | -10 | 2.0 | 0 | -1 | 4.4 | -2.4 | 3.6 | -13 | -17
CSCCC(NS(=O)(=O)c1cccc(C(F)(F)F)c1)C(=O)N(C)Cc1ccc2c(c1)OCCO2 (stereo not given) | / | -7 | -39 | 6.9 | 7 | -15 | 0.4 | -0.6 | -4.2 | -7 | 2
CN(CC(=O)Nc1ccccc1Br)C(=O)c1ccccc1OCc1ccc(Cl)cc1 | 7 | / | -2 | 0.4 | 7 | -42 | / | / | -0.6 | 0 | -2
Cc1c(Cl)cccc1NC(=O)Nn1cnnc1 | -11 | -5 | 8 | -1.2 | -9 | -4 | / | / | -2.1 | 5 | 2
CCn1c(C)c(C(C)=O)c(N2CCN(c3ccccn3)CC2)nc1=S | -22 | 3 | 3 | -0.5 | -12 | -3 | -1.0 | -0.4 | -0.5 | -2 | -6
COc1cc(CC(=O)OCC(=O)c2ccc3c(c2)OCCO3)cc(OC)c1OC | -17 | 83 | 24 | -4.0 | -5 | 4 | -0.3 | -3.4 | 1.0 | 7 | -6
COc1cc(OC)cc(C(=O)NNC(=O)c2ccc(S(=O)(=O)N3CC(C)OC(C)C3)cc2)c1 (stereo not given) | -15 | -2 | 9 | -1.8 | 0 | 13 | 0.2 | 0.3 | 3.1 | 2 | -4
CCc1cc(/C(Cc2ccc3ccccc3n2)=N\O)c(O)cc1O | -2 | 6 | -3 | 0.7 | 13 | -2 | 4.0 | 0.5 | -2.7 | 6 | -6
S=C(c1c[nH]c2ccccc12)N1CCCC1 | -25 | 7 | 2 | -0.3 | 0 | 1 | 0.5 | 1.7 | -2.5 | -2 | 1
